Assay outcomes deposited in PubChem BioAssay by NMMLSC.
RGS8-Gao reg = RGS8-Galphao binding modulators, primary screen, biochemical, multiplexed bead flow cytometry; Guanine nucleotide-binding protein G(o) subunit alpha (Homo sapiens), P09471; actives lie on both sides; response (percent of control binding), % at 10 µM; 0.34% of 220,000 active; in the data active = response below about 60% or above about 140%; inactive = in between;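 note: Galphao activated as the GDP aluminium fluoride complex binding bead-coupled RGS8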
Target sequence (P09471 whole entry, looked up): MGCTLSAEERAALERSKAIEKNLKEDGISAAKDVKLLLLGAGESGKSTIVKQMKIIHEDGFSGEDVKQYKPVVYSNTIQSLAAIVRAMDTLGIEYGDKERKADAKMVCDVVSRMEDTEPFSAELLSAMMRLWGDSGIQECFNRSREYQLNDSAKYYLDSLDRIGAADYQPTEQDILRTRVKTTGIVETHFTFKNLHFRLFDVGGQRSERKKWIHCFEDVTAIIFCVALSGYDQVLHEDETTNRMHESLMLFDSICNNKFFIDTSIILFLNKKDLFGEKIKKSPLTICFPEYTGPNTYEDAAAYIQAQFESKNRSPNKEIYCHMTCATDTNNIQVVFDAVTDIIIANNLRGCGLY
GSH bead fluor = compound fluorescence on glutathione beads, profiling panel, artefact control, biophysical, 488/530 nm, flow cytometry; GSH beads flow cytometry, compound fluorescence 488/530 nm; hits give high values; fluorescence (KMESF) at 10 µM; 0.25% of 190,000 active; AID 1776, 2009; in the data active = fluorescence above about 89;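 note: glutathione beads carrying GST-tagged Bcl family fusion proteins plus one bare bead set; values are compound well signal with DMSO vehicle wells as background; inactives centre near 16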
Bcl-W Bim block = inhibitors of Bim binding to Bcl-W, primary screen, biochemical, multiplexed, bead-based flow cytometry; Bcl-2-like protein 2 (Homo sapiens), Q92843; Bim peptide-Bcl-W binding; inhibition, % at 10 µM; 0.02% of 190,000 active;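 note: 0% = bound tracer without compound and 100% = peptide blocker; higher means less fluorescent Bim peptide bound to Bcl-W beads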
Target sequence (Q92843 whole entry, looked up): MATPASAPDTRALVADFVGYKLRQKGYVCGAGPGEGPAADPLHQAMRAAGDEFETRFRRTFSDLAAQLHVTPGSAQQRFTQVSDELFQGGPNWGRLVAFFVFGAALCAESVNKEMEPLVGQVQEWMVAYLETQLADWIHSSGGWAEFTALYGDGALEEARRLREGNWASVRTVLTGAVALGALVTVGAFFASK
Bcl-XL Bim block = inhibitors of Bim-Bcl-XL binding, primary screen, biochemical, multiplexed, bead flow cytometry, human Bcl-XL; Bim peptide-Bcl-XL binding, fluorescence; inhibition, % at 10 µM; 0.04% of 190,000 active; AID 1007, 2008
Target sequence (Q07817 whole entry, looked up): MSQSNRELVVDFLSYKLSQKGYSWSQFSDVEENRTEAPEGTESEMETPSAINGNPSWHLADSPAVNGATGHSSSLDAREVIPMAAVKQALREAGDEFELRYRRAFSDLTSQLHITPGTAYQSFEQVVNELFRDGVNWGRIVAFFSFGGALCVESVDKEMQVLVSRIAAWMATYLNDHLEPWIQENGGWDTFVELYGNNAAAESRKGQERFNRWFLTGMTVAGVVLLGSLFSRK
ABCB1 inh = ABCB1 efflux pump inhibitors, primary screen, cell-based, multiplex, flow cytometry, ABCG2 counter-screen; CCRF-Adr cells, JC-1 efflux; 0.067% of 190,000 active; ATP-dependent translocase ABCB1 (Homo sapiens), P08183; inhibition, % at 6.6 µM; AID 1326, 2008; in the data active = inhibition above about 40%;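 note: 0% = vehicle and 100% = reference inhibitor; higher value means more JC-1 retained so stronger ABCB1 efflux block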
RGS4-Gao reg = modulators of RGS4 binding to Galphao, primary screen, biochemical, multiplexed bead flow cytometry. Guanine nucleotide-binding protein G(o) subunit alpha (Homo sapiens), P09471. actives lie on both sides. binding response (% of control), % at 10 µM. 0.33% of 220,000 active; in the data active = binding response below about 49% or above about 150%; inactive = in between;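 note: fluorescent Galphao activated with aluminum fluoride binding bead-coupled RGS4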
Bcl-B Bim block = inhibitors of Bim-Bcl-B binding, primary screen, biochemical, multiplexed, human Bcl-2 family; AID 951, 2007; inhibition, % at 10 µM; 0.073% of 190,000 active; bead-based flow cytometry, Bim peptide-Bcl-B binding; Bcl-2-like protein 10 (Homo sapiens), Q9HD36;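 note: 0% = tracer peptide without compound and 100% = reference inhibitor peptide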
Target sequence (Q9HD36 whole entry, looked up): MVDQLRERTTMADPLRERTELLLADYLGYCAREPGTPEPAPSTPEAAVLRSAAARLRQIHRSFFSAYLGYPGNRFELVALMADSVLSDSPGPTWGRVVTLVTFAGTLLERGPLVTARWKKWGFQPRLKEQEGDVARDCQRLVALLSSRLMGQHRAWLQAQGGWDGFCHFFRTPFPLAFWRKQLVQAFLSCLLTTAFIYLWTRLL
Bcl-2 Bim block = inhibitors of Bim-Bcl-2 binding, primary screen, biochemical, multiplexed, human Bcl-2 family; Apoptosis regulator Bcl-2 (Homo sapiens), P10415; Bead-based flow cytometry, Bim peptide-Bcl-2 binding; inhibition, % at 10 µM; 0.06% of 190,000 active; in the data active = inhibition above about 40%; inconclusive = no clear call, values can overlap the other calls;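 note: 0% = no compound wells with probe peptide and 100% = reference peptide inhibitor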
Bim-Bfl-1 = inhibitors of Bim binding to Bfl-1, primary screen, biochemical, multiplexed, bead-based flow cytometry. Bim-Bfl-1 binding inhibition. 0.12% of 190,000 active. inhibition, % at 10 µM. AID 1008, 2008;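 note: 0% = wells without compound plus tracer and 100% = blocker peptide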
ABCG2 inh = ABCG2 efflux pump inhibitors, primary screen, multiplex with ABCB1, IgMXP3 cells, flow cytometry. 0.1% of 190,000 active. inhibition, % at 6.6 µM. AID 1325, 2008. JC-1 efflux;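 active = inhibition above 80%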;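 note: 0% = DMSO and 100% = nicardipine control wells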
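test system = two drug-resistant human cell lines, ABCG2 and ABCB1 | amount = 3 million cells/mL final, two lines in 1:1 ratio | reagent = JC-1 transporter substrate | doses = one concentration, 6.6 µM final | incubation = 10 min at 25 °C | signal = flow cytometric JC-1 green MFI at 530 nm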
RGS7-Gao = RGS7-Galphao binding modulators, primary screen, biochemical, multiplexed bead flow cytometry. binding response (% of control), % at 10 µM. Guanine nucleotide-binding protein G(o) subunit alpha (Homo sapiens), P09471. actives lie on both sides. 0.35% of 220,000 active. AID 1439, 2008; in the data active = binding response below about 49% or above about 150%; inconclusive = no clear call, values can overlap the other calls; inactive = in between;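 note: fluorescent Galphao held in activated GDP-AlF4 state binding bead-coupled RGS7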
Active calls of the source: *; ? = inconclusive; · = not tested or not shown. Cut-off read from the data, not from the text of the source, unless noted: active = inhibition above about 40%.

SMILES | RGS8-Gao reg | GSH bead fluor | Bcl-W Bim block | Bcl-XL Bim block | ABCB1 inh | RGS4-Gao reg | Bcl-B Bim block | Bcl-2 Bim block | Bim-Bfl-1 | ABCG2 inh | RGS7-Gao
O=c1cc(N2CCN(c3ccc(F)cc3)CC2)[nH]c(=O)n1Cc1ccc(F)cc1 | 96.3 | 27 | 2.0 | -4.0 | 0.4 | 98.2 | -6.0 | -8.0 | -8.0 | 4.1 | 95.0
COc1ccc(C(=O)N(C)Cc2ccccc2)cc1Br | 101.0 | 14 | -3.0 | -7.0 | -1.8 | 101.7 | -5.0 | -6.0 | 0.0 | 4.0 | 103.1
O=C(O)COc1ccc2c3c(c(=O)oc2c1)CCC3 | 100.7 | 35 | 0.0 | -10.0 | 0.7 | 101.2 | -10.0 | -8.0 | -14.0 | 2.0 | 96.7
O=C(/C=C/c1ccccc1)NCC(=O)N/N=C/c1ccccc1[N+](=O)[O-] | 97.1 | 11 | 0.0 | 2.0 | 0.0 | 97.1 | 5.0 | 3.0 | 7.0 | 12.7 | 100.3
CCC(Nc1nc(-c2ccccc2)nc2ccccc12)C(=O)O (stereo not drawn) | 97.0 | 23 | 1.0 | -4.0 | -0.1 | 102.6 | -6.0 | -6.0 | -13.0 | 5.1 | 99.5
Cc1cc(NC(=O)c2cccc(Oc3ccccc3)c2)n[nH]1 | 103.0 | 16 | -2.0 | -2.0 | 0.4 | 99.0 | -5.0 | -2.0 | -2.0 | 8.2 | 101.6
COc1cccc(C(=O)CN2C(=O)C(C)(C)Oc3ccc(C(=O)N4CCCCCC4)cc32)c1 | 102.3 | 35 | 0.0 | 0.0 | 1.5 | 100.5 | -8.0 | -14.0 | -13.0 | 4.0 | 97.3
O=C(O)C1CCCN1c1nc(C(F)(F)F)nc2ccccc12 (stereo not drawn) | 103.4 | 12 | 0.0 | 2.0 | 0.1 | 101.0 | 0.0 | 0.0 | 1.0 | 6.7 | 106.8
COc1ccc(OC)c(-n2c(-c3ccccc3)n[nH]c2=S)c1 | 71.7 | 49 | -7.0 | 0.0 | -0.7 | 101.1 | -9.0 | -1.0 | -7.0 | -2.1 | 102.2
O=C(CCNS(=O)(=O)c1cccc2nsnc12)N1CCN(c2ccccn2)CC1 | 100.6 | 22 | -1.0 | -5.0 | 1.3 | 105.7 | -9.0 | -5.0 | -13.0 | 16.1 | 101.7
O=C(N/N=C/c1ccc(N2CCCCC2)o1)c1ccccc1[N+](=O)[O-] | 91.0 | 25 | 3.0 | -2.0 | -3.3 | 87.8 | 0.0 | 9.0 | 17.0 | -12.2 | 89.7
O=C(c1ccc(Cl)cc1)N1CCCCC(Sc2nnc(-c3ccc4c(c3)OCO4)o2)C1=O (stereo not drawn) | 98.3 | 17 | -6.0 | -7.0 | 5.7 | 98.2 | -5.0 | -2.0 | -4.0 | 46.0 | 99.8
O=C(CCCC1=NS(=O)(=O)c2ccccc2N1)N1CCN(c2ccc(Cl)cc2)CC1 | 99.2 | 13 | -1.0 | -8.0 | 2.7 | 100.3 | -3.0 | -1.0 | -3.0 | 12.5 | 100.9
COC(=O)c1ccccc1NC(=O)c1cnc2sccn2c1=O | 100.0 | 12 | -4.0 | -8.0 | 0.6 | 100.2 | -7.0 | -2.0 | 0.0 | 6.8 | 99.5
CCOC(=O)c1c(-c2cccs2)csc1NC(=O)C(C)(C)C | 100.5 | 23 | 0.0 | -2.0 | 1.4 | 99.3 | -4.0 | -8.0 | -11.0 | 12.1 | 100.1
S=C(Nc1ccccc1)N1CCN(C2CCCCC2)CC1 | 95.7 | 33 | -3.0 | -11.0 | 0.8 | 91.4 | -11.0 | -13.0 | -23.0 | 10.0 | 95.2
COc1ccc(C(=O)Nc2ccc(N3CCN(C(=O)C(C)C)CC3)cc2)cc1[N+](=O)[O-] | 99.0 | 10 | 0.0 | -1.0 | 1.6 | 101.6 | 0.0 | -1.0 | 0.0 | 22.0 | 96.7
CN(C)C(=O)Cn1c(SCC(=O)NCc2ccc3c(c2)OCO3)nc2ccccc21 | 103.0 | 14 | -3.0 | -6.0 | 1.4 | 106.5 | -4.0 | 0.0 | -1.0 | 4.2 | 104.2
COc1cc(/C=N/NC(=O)c2ccncc2)ccc1OCCN1CCCCC1 | 99.5 | 11 | -4.0 | -8.0 | 1.4 | 104.6 | -4.0 | -6.0 | -4.0 | 2.2 | 100.8
Cc1cc(S(=O)(=O)Nc2ccc3ccccc3c2)c(C)s1 | 100.5 | 12 | -1.0 | -4.0 | 0.3 | 97.8 | -9.0 | -12.0 | -10.0 | 1.5 | 101.0
O=C(Cn1nc(-c2ccc(N3CCOCC3)c([N+](=O)[O-])c2)c2ccccc2c1=O)N1CCCCC1 | 100.4 | 7 | 0.0 | 1.0 | 1.1 | 101.7 | -2.0 | 3.0 | -2.0 | 2.8 | 102.5
CCC(C)(C(=O)NC1CCCC1)N(Cc1cccs1)C(C)=O (stereo not drawn) | 103.6 | 20 | 4.0 | 0.0 | 0.4 | 95.2 | -5.0 | -5.0 | -13.0 | -2.7 | 96.1
CCOc1ccccc1C(=O)NC1CC2CCCC(C1)N2Cc1nnnn1Cc1ccco1 (stereo not drawn) | 105.2 | 21 | -1.0 | -3.0 | 0.5 | 105.2 | 0.0 | -2.0 | 0.0 | 0.4 | 102.8
CCCC(=O)Nc1ccccc1NC(=O)c1ccc(OC(C)=O)cc1 | 101.4 | 10 | -1.0 | 0.0 | 0.1 | 99.6 | -3.0 | -4.0 | -2.0 | 2.8 | 102.5
Cc1cc(C)c(C#N)c(N2CCSCC2)n1 | 101.2 | 20 | 0.0 | -4.0 | 0.0 | 105.1 | -8.0 | -2.0 | -9.0 | 0.1 | 101.2
CC1C/C(=N/NC(=O)c2ccc(CSc3nc4ccccc4[nH]3)cc2)CC(C)(C)C1 (stereo not drawn) | 101.2 | 6 | -3.0 | -7.0 | -0.3 | 99.2 | -6.0 | -1.0 | 0.0 | -12.9 | 106.2
Cc1c(Br)c([N+](=O)[O-])nn1CC(=O)NCc1cccs1 | 102.1 | 28 | 0.0 | -10.0 | -5.8 | 108.4 | -31.0 | 0.0 | 15.0 | -4.9 | 105.6
O=C(Cc1c(F)cccc1Cl)NCCN1CCOCC1 | 103.2 | 21 | 0.0 | -2.0 | -0.2 | 103.8 | -1.0 | 2.0 | -8.0 | 0.2 | 101.4
Cc1ccc2cc(CCNC(=O)c3ccco3)c(=O)[nH]c2c1 | · | 21 | -2.0 | -5.0 | 0.3 | · | -4.0 | -9.0 | 2.0 | 2.1 | ·
CC(C)(C)NC(=O)c1ccc(Sc2ccccc2)c([N+](=O)[O-])c1 | 98.3 | 21 | 0.0 | 0.0 | 5.5 | 92.2 | 1.0 | 0.0 | 2.0 | 22.2 | 93.9
Fc1ccc(C2C3=C(Nc4ncnn42)c2ccccc2OC3c2ccncc2)cc1 (stereo not drawn) | 102.6 | 9 | -4.0 | -4.0 | 2.6 | 101.4 | -2.0 | -2.0 | -7.0 | 7.7 | 104.0
Cc1cccc(CN2CCN(C(=O)CCc3nnc(C4CCCCC4)o3)CC2)c1 | 106.3 | 16 | -2.0 | -7.0 | -0.8 | 101.2 | -7.0 | 0.0 | -6.0 | -2.5 | 104.9
O=C(NCC(=O)N(c1cccnc1)C(C(=O)NC1CCCC1)c1cccs1)c1ccco1 (stereo not drawn) | 99.4 | 23 | -6.0 | -6.0 | 0.4 | 91.4 | -9.0 | -5.0 | -3.0 | 1.0 | 92.8
O=C(c1cccs1)N(Cc1cc2ccccc2[nH]c1=O)c1ccccc1 | 113.1 | 12 | -2.0 | -4.0 | 0.4 | 105.5 | -13.0 | 0.0 | 0.0 | 2.0 | 106.1
CC1=C(C(=O)Nc2ccccc2)C(c2ccc(C)o2)n2c(s/c(=C/c3ccccc3)c2=O)=N1 (stereo not drawn) | 93.6 | 11 | -1.0 | 1.0 | 5.5 | 96.6 | -1.0 | 0.0 | -2.0 | 3.3 | 100.2
Cc1ccc(S(=O)(=O)NCCC(=O)Nc2nnc(C3CC3)s2)cc1C | 95.3 | 59 | 3.0 | -10.0 | 0.1 | 92.3 | -5.0 | -4.0 | -9.0 | -0.2 | 93.7
COc1cc(/C=N/O)ccc1OCc1ccccc1Cl | 95.4 | 10 | -3.0 | -3.0 | -0.6 | 93.1 | -2.0 | -1.0 | -4.0 | 6.5 | 92.1
CCn1c(C)cc(/C=C2\NC(=O)N(CC(=O)Nc3ccc(F)cc3)C2=O)c1C | 99.0 | 20 | 0.0 | 0.0 | 0.2 | 97.9 | -2.0 | 0.0 | 4.0 | 4.3 | ?
COc1ccc(/C=C(\C#N)C(=O)OCC(=O)NC(=O)NCCC(C)C)cc1 | 97.0 | 17 | -2.0 | -3.0 | 1.2 | 97.5 | -3.0 | -2.0 | -5.0 | 13.6 | 94.9
COc1ccc(CCNC(=O)CSc2nnc(NC(C)=O)s2)cc1OC | 102.8 | 10 | -1.0 | -1.0 | 0.0 | 102.5 | -3.0 | 0.0 | 2.0 | 2.1 | 100.4
COc1ccc(N/C=C2\CCc3ccccc3C2=O)cc1 | 98.7 | 19 | 32.0 | 13.0 | 0.5 | 101.5 | 2.0 | 26.0 | 34.0 | 2.2 | 103.4

Four records picked at random from the list so far:
SMILES | RGS8-Gao reg | GSH bead fluor | Bcl-W Bim block | Bcl-XL Bim block | ABCB1 inh | RGS4-Gao reg | Bcl-B Bim block | Bcl-2 Bim block | Bim-Bfl-1 | ABCG2 inh | RGS7-Gao
CC1=C(C(=O)Nc2ccccc2)C(c2ccc(C)o2)n2c(s/c(=C/c3ccccc3)c2=O)=N1 (stereo not drawn) | 93.6 | 11 | -1.0 | 1.0 | 5.5 | 96.6 | -1.0 | 0.0 | -2.0 | 3.3 | 100.2
CCn1c(C)cc(/C=C2\NC(=O)N(CC(=O)Nc3ccc(F)cc3)C2=O)c1C | 99.0 | 20 | 0.0 | 0.0 | 0.2 | 97.9 | -2.0 | 0.0 | 4.0 | 4.3 | ?
COc1ccc(N/C=C2\CCc3ccccc3C2=O)cc1 | 98.7 | 19 | 32.0 | 13.0 | 0.5 | 101.5 | 2.0 | 26.0 | 34.0 | 2.2 | 103.4
COc1ccc(/C=C(\C#N)C(=O)OCC(=O)NC(=O)NCCC(C)C)cc1 | 97.0 | 17 | -2.0 | -3.0 | 1.2 | 97.5 | -3.0 | -2.0 | -5.0 | 13.6 | 94.9
